LmPK inhibitor: inhibitors of Leishmania mexicana pyruvate kinase; Q27686; purified LmPK, Kinase-Glo ATP luminescence, 1 h; Potency, µM (titrated, usually from 57.5 µM), for the others: at the highest dose activity change, negative = inhibition, most hits filed as inhibitors; hit rate 0.37% among 290,000; AID 1721; note: potency is the fitted concentration of half-maximal effect
Target sequence (Q27686 whole entry, looked up): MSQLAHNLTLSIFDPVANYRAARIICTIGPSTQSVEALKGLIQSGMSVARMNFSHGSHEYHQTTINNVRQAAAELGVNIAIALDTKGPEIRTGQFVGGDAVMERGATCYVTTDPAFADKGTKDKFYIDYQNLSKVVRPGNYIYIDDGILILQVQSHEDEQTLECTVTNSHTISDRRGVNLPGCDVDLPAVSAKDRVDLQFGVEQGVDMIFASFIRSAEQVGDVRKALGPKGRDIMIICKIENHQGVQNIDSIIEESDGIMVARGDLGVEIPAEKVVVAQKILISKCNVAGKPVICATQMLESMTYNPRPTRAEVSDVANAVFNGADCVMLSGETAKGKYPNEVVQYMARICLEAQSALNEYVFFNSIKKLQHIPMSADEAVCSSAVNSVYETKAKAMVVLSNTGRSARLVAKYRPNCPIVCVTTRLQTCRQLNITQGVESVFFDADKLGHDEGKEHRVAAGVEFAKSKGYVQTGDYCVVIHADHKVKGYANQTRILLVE
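ATP generated from ADP (0.1 mM) and PEP (0.5 mM) by 0.1 nM LmPK over 1 h at room temperature (pH 7.2 imidazole buffer) was detected by coupled luciferase luminescence. Values were normalized to uninhibited and no-enzyme wells.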
AmpC inh detg: blocks E. coli AmpC beta-lactamase in detergent assay. P00811. AmpC hydrolysis of nitrocefin, absorbance 480 nm, 0.01% Triton. Potency, µM (top dose mostly 114 µM), for inactives: at the top dose activity change, negative = inhibition, actives largely listed as inhibitors. hit rate 0.041% among 370,000. AID 485294;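 note: potency is the fitted concentration of half-maximal effect; 0% = no-compound wells and -100% = no-enzyme wells; nearly all actives have a fitted effect of over 25% in size; some results filed as inactive show a strong effect at the top dose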
Target sequence (P00811 whole entry, looked up): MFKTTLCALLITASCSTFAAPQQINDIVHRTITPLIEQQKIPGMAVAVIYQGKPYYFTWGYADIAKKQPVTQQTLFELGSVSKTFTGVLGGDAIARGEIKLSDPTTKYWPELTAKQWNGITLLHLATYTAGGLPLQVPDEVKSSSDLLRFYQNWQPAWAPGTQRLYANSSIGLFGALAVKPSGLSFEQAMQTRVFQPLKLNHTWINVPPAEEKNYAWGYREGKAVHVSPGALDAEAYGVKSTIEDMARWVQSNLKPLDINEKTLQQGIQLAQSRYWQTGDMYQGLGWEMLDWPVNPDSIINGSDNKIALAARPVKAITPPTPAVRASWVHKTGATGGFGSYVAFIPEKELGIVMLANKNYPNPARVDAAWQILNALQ
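20 mM phosphate pH 7.0 + 0.01% (detergent screen) or 0.0001% Triton X-100; 5.3 nM AmpC reagent; cpd preinc 15 min RT; nitrocefin (800 uM stock) to start; A480 q20 s × 4 min; Activity was normalised to no-enzyme and no-compound control wells.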
AmpC no deterg: AmpC beta-lactamase inhibition without detergent | P00811 | AmpC nitrocefin hydrolysis, absorbance 480 nm, 0.0001% Triton | Potency, µM (series often up to 57.1 µM), without a hit: at the top dose activity change, negative = inhibition, hits mostly inhibitors | hit rate 0.52% among 330,000 | AID 485341;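 note: potency is the fitted concentration of half-maximal effect; plate controls were no compound for no effect and no enzyme for full effect; nearly all actives have a fitted effect of over 20% in size; some results filed as inactive show a strong effect at the top dose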
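20 mM phosphate pH 7.0 + 0.01% (detergent screen) or 0.0001% Triton X-100; 5.3 nM AmpC reagent; cpd preinc 15 min RT; nitrocefin (800 uM stock) to start; A480 q20 s × 4 min; Activity was normalised to no-enzyme and no-compound control wells.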
AMA1-RON2 inh: inhibitors of Plasmodium falciparum AMA1-RON2 interaction; AlphaScreen AMA1-biotinylated RON2 peptide binding; Potency, µM (top dose mostly 58.2 µM), for inactives: at the highest dose activity change, negative = inhibition, actives largely listed as inhibitors; hit rate 0.2% among 360,000; AID 720542;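 note: potency is the fitted concentration of half-maximal effect; 0% = vehicle wells and -100% = peptide control; nearly all actives have a fitted effect of over 45% in size; some results filed as inactive show a strong effect at the top dose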
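AMA1 (3D7) with his tag at 25 nM final met compounds first, then biotinylated RON2 peptide at 25 nM; detection used donor plus acceptor beads, 10 µg/mL apiece, read by AlphaScreen after 30 min at room temperature.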
TbPYK inhibitor: blocks Trypanosoma brucei pyruvate kinase | Q57TT1 | TbPYK enzyme, Kinase-Glo Plus ATP luminescence, 45 min | Potency, µM (doses to about 76.8 µM), without a hit: at the top dose activity, negative = inhibition, hits mostly inhibitors | hit rate 0.12% among 410,000; note: potency is the fitted concentration of half-maximal effect; nearly all actives have a fitted effect of over 50% in size
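Luminescent Kinase-Glo Plus end-point after 45 min room-temperature reaction of T. brucei pyruvate kinase started with 130 uM ADP (final). Buffer TEA 50 mM pH 7.2 with KCl, MgCl2, BSA, Tween-20; titration-based qHTS with fitted concentration-effect curves.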
HCMV antiviral: human cytomegalovirus inhibition; activity change, negative = inhibition, % at 57.5 µM; hit rate 4.5% among 410,000; AID 1259415; HFF cells, HCMV-luciferase reporter, 72 h; stronger effect = lower value; in the data active = activity change below about -60%; inconclusive = no clear call, values can overlap the other calls; inactive = above about -39%
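After 16 h attachment at 37C, HFF cells received test compound and HCMV-luciferase (1 PFU/cell); reporter luminescence read 72 h later, data normalized against buffer-only and known inhibitor Salinomycin.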
HCV inh: inhibitors of hepatitis C virus infection; Potency, µM (doses to about 41.8 µM), inactives show at the top dose activity change, negative = inhibition, most hits filed as inhibitors; hit rate 3.4% among 340,000; Huh7.5.1 HCVcc-Cre infection, luciferase reporter, 44 h; AID 651820; note: potency is the fitted concentration of half-maximal effect
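After 44 h co-culture of compound, cells and HCVcc-Cre (~0.5 moi), substrate is added for 15 min at room temperature and luciferase measured over 15 sec. Cells were seeded at 1,000/well and pre-cultured 4 h.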
* hit, by the source's call; ? = inconclusive; . = not tested or not shown; & = joins results of further samples; [ ] = dose if it differs, or a comment. Unless noted, calls come from the whole dose curve; as a rule, active = well fitted curve in the direction sought with a large enough effect; inconclusive = small, poorly fitted or top-dose-only effect, or another doubt; inactive = no such curve, though single readings can be large; an effect the other way counts as inactive or inconclusive. Unless noted, % is set by controls: 0 for no effect and ±100 for the full control effect.

Order of results: LmPK inhibitor	AmpC inh detg	AmpC no deterg	AMA1-RON2 inh	TbPYK inhibitor	HCMV antiviral	HCV inh
O=C(N/N=C/c1ccccc1O)C(=O)N1CCCCCC1
→ -9%	-1%	-27%	19%	1%	8	-17%
CCOC(=O)C(C#N)=C1CCN(Cc2ccccc2)CC1
→ 0%	-6%	-27%	0%	2%	46	-7%
COc1ccc(-c2nc(NC(=O)CSc3nnc4ccccn34)ns2)cc1
→ -1%	?	-15%	-5%	-5%	-5	4%
CCC(=O)c1ccc(OCC(O)CN2CCN(S(=O)(=O)N3CCCCC3)CC2)cc1 (stereo not drawn)
→ 4%	?	135%[activator]	-7%	1%	35	-28%&2%
O=C(c1ccc(NC2=NC3CS(=O)(=O)CC3S2)cc1)N1CCc2ccccc2C1 (stereo not drawn)
→ -4%	?	32%	3%	1%	?	6%
CC(=O)c1c[nH]c(C(=O)NCc2ccccc2Cl)c1
→ -1%	0%	-11%	1%	1%	-16	0%
CC1(C)CC(=O)/C(=C(\O)Cc2ccccc2)C(=NCCCCCC(=O)O)C1
→ 2%	-11%	-15%	-1%	1%	?	15%
CC(=O)Nc1sc(-c2ccccc2)nc1-c1ccccc1
→ -2%	?	-16%	?	-1%	-37	11µM*
Cc1ccc(S(=O)(=O)CC2CSc3nc4ccccc4n32)cc1 (stereo not drawn)
→ -5%	-3%	?	-10%	2%	-72*	?
Cc1ccc(C)c(NC(=O)CCN2CCOCC2)c1
→ -1%	-20%	-1%	-5%	-8%	1	19%
CCCc1cc(NC(=O)COC(=O)c2nccnc2N)n(-c2ccccc2)n1
→ .	7%	-19%	35%[activator]	0%	-104*	-1%
C=CCc1cccc2cc(C(=O)N3CCN(C(=O)c4ccco4)CC3)c(=O)oc12
→ 0%	-13%	20%	0%	3%	-24	-4%
COc1ccc(NC(=O)c2ccc3c(c2)N(Cc2cccc(Cl)c2)C(=O)c2ccccc2S3=O)cc1Cl (stereo not drawn)
→ .	7%	.	.	-8%	-10	.
Cc1cc(C)cc(NC(=O)Nc2ccc3c(c2)N(C)C(=O)CS3)c1
→ 10%	?	-31%	-20%	-5%	7	-21%
Cc1cccc(OCC(=O)Nc2ccc3c(c2)C(=O)NC3=O)c1
→ 8%	-2%	-1%	-1%	0%	0	-9%
COc1ccc(/C=N/NC(=O)c2ccc(=O)n(C)c2)cc1OC
→ -2%	5%	-19%	6%	0%	42	9%
Cc1cc(C)cc(NC(=O)C2C3C=CC4(O3)C2C(=O)N(CCN2CCCCC2)C4C(=O)NC2CCCCC2)c1 (stereo not drawn)
→ -3%	6%	-3%	-4%	-1%	-8	-19%
CCOc1cc(S(=O)(=O)NCCc2cccc(C)c2)c(OCC)cc1-n1cnnn1
→ 2%	-4%	39%[activator]	4%	5%	-2	-17%
CCOc1ccc(S(=O)(=O)N2CCN(CN3C(=O)CC4(CCCC4)C3=O)CC2)cc1
→ .	-6%	0%	18%	-8%	-24	8%
CC1(c2ccccc2Cl)NC(=O)N(CC(=O)N2CCc3ccccc3C2)C1=O (stereo not drawn)
→ .	0%	22%	2%	0%	-12	-9%
CN(C)P(=O)(Nc1cccc2ccccc12)Nc1cccc2ccccc12
→ .	-6%	-38%	-13%	8%	92	8%
COc1cccc(/C=C/C(=O)c2cccc([N+](=O)[O-])c2)c1OC
→ 4%	-8%	-23%	?	-5%	-33	?
Cc1ccc(C)c(CC(=O)N2CCCC(c3cc(C(=O)NCc4cccnc4)no3)C2)c1 (stereo not drawn)
→ .	.	.	-6%	-3%	13	.
CCOC(=O)Cn1nnc2c(sc3nc4c(c(-c5ccc(Cl)cc5)c32)CCC4)c1=O
→ -2%	-11%	-12%	-3%	-2%	-25	12%
C/C(=N\NC(=O)c1ccoc1C)c1ccccc1O
→ -26%	-12%	-19%	88%[activator]	-9%	-91*	?
CCC(Sc1nc2c(cnn2-c2ccc(Cl)cc2)c(=O)[nH]1)C(=O)OC (stereo not drawn)
→ 1%	?	-17%	-4%	-1%	11	5%
O=c1ccc(-c2ccccc2)nn1Cc1ccc(Cl)cc1
→ .	.	.	-1%	5%	-36	-22%
Cc1ccc(S(=O)(=O)NCc2ccccc2)cc1C(=O)N1CCN(S(=O)(=O)c2ccccc2F)CC1
→ .	.	.	-6%	2%	-24	.
O=C(COC(=O)c1cnccn1)c1ccc(OC(=O)c2ccccc2)cc1
→ 2%	-12%	-16%	-1%	-1%	-11	16%
O=[N+]([O-])c1ccc(N/N=C/c2c[nH]c3ccccc23)c(S(=O)(=O)Nc2ccc(Cl)cc2)c1
→ ?	-6%	-10%	-4%	-3%	-37	?

Grouped by structure, the entries above containing an aryl thioether with sulfur outside any ring
Order of results: LmPK inhibitor	AmpC inh detg	AmpC no deterg	AMA1-RON2 inh	TbPYK inhibitor	HCMV antiviral	HCV inh
COc1ccc(-c2nc(NC(=O)CSc3nnc4ccccn34)ns2)cc1
→ -1%	?	-15%	-5%	-5%	-5	4%
CCC(Sc1nc2c(cnn2-c2ccc(Cl)cc2)c(=O)[nH]1)C(=O)OC (stereo not drawn)
→ 1%	?	-17%	-4%	-1%	11	5%

Following part.
Order of results: LmPK inhibitor	AmpC inh detg	AmpC no deterg	AMA1-RON2 inh	TbPYK inhibitor	HCMV antiviral	HCV inh
CCC(=O)Nc1ccc(NC(=O)c2cccc3c(Br)cccc23)cc1
→ -2%	2%	2%	0%	-10%	-2	-3%
Cc1cc(C)cc(-n2c(/C=C/c3cccc(F)c3)nc3ccccc3c2=O)c1
→ .	0%	.	.	-1%	-5	.
Cc1cccc(CCN2CCN=C2Nc2ccccc2)c1
→ .	2%	-14%	2%	0%	-7	1%
Cc1c(Cl)cccc1NC(=O)CSc1ccc(-c2ccccn2)nn1
→ .	2%	.	.	1%	-10	.
CCCCN(C)CCCNC(=O)C1CCN(S(=O)(=O)CCC)CC1
→ .	6%	.	.	-6%	-7	.
NS(=O)(=O)c1ccc(CNC(=O)/C=C/c2ccc(S(=O)(=O)N3CCOCC3)cc2)cc1
→ 4%	-4%	-14%	-5%	-4%	-25	9%
Cc1ccccc1C(=O)NC(=S)NC1CC1
→ 0%	-3%	-13%	7%	-8%	15	20%
COc1ccc2cc(C(c3nnnn3CC3CCCO3)N3CCOCC3)c(=O)[nH]c2c1 (stereo not drawn)
→ -2%	?	2%	24%	-1%	31	24%
O=C(Cc1n[nH]c(=O)[nH]c1=O)N/N=C/c1ccccc1
→ -2%	0%	-8%	-3%	7%	-19	-5%
CC1CN(S(=O)(=O)c2ccc(CN3C(=O)c4cccnc4C3=O)s2)c2ccccc2O1 (stereo not drawn)
→ -6%	2%	67%[activator]	43%[activator]	1%	-21	16%
CCOC(=O)C1CCN(C(=O)c2ccc(C)c(S(=O)(=O)N3CCCC3)c2)CC1
→ 1%	4%	77%[activator]	-5%	-4%	19	.
COc1cc(/C=C/C(=O)O)cc(S(=O)(=O)Nc2cc(S(=O)(=O)N3CCCCC3)ccc2Cl)c1OC
→ .	.	.	-2%	-2%	1	.
CSc1cccc(NC(=O)/C=C/c2ccco2)c1
→ 2%	-3%	-57%	-2%	-13%	-11	-14%
C=CCc1ccccc1OCC(O)CN1CCN(CCO)CC1 (stereo not drawn)
→ 1%	1%	-10%	-11%	7%	-14	11%
Cc1cccc(NC(=O)c2ccc(N3CCCCC3)c([N+](=O)[O-])c2)n1
→ -27%	?	-9%	?	-14%	52	-27%
CCCN1C2CCCC1CC(NC(=O)c1cccc(OC)c1)C2 (stereo not drawn)
→ 2%	8%	-15%	4%	-5%	26	7%
CC1CCCCC1NC(=O)CSc1nncn1N (stereo not drawn)
→ -8%	-3%	-10%	13%	-7%	-6	2%
Cc1oc(-c2cccs2)nc1CS(=O)CC(=O)NCCCOC(C)C (stereo not drawn)
→ -3%	-11%	1%	14%	1%	5	?
Cc1cc(C)c(NC(=O)CS)c(Cl)c1
→ 2%	-1%	-22%	5%	1%	-31	5%
Cc1cccc(NC2=CC(c3cccc(Br)c3)N(c3cccc(C)c3)C2=O)c1 (stereo not drawn)
→ .	22%	.	.	0%	18	.
COC(=O)C1=CN(Cc2ccccc2)C=C(C(=O)OC)C1c1ccc(O)c(OC)c1
→ -1%	-9%	58%	8%	-2%	-6	0%
CN(C)C(CN=C1NS(=O)(=O)c2ccccc21)c1ccco1 (stereo not drawn)
→ -1%	1%	-23%	-6%	-5%	-37	14%
CC(C)CC1(C)NC(=O)N(CC(=O)Nc2cccc(S(=O)(=O)N(C)c3ccccc3)c2)C1=O (stereo not drawn)
→ -1%	-2%	-10%	7%	-3%	-12	?
COc1ccc(Cc2nnc(SCC(=O)NCC3CCCO3)o2)cc1 (stereo not drawn)
→ 10%	-4%	10%	3%	6%	-17	1%
N#Cc1ccccc1NC(=O)COC(=O)c1cccs1
→ .	.	-20%	7%	4%	2	13%
COc1ccccc1OCC(=O)Nc1cccc(C(=O)N2CCOCC2)c1
→ 3%	0%	-3%	-14%	-2%	54	-7%
COc1ccc(-c2cc(O)cc(O)c2)cc1
→ -5%	1%	-27%	-3%	-1%	122	-12%
Cc1ccc(NC(=O)CN2CCOCC2)cc1S(=O)(=O)N1CCCCC1
→ .	.	39%	8%	0%	41	15%
CC1(C)SC(=S)N(Cc2ccc3c(c2)OCO3)C1N(O)C(=O)NC1CCCCC1 (stereo not drawn)
→ 4%	4%	-22%	-4%	-18%	-35	2%
COc1ccc(OCCCn2c(=O)oc3ccccc32)cc1
→ 0%	?	-22%	23%	4%	-6	-30%

A section from further up, as a working copy:
Order of results: LmPK inhibitor	AmpC inh detg	AmpC no deterg	AMA1-RON2 inh	TbPYK inhibitor	HCMV antiviral	HCV inh
Cc1cccc(NC2=CC(c3cccc(Br)c3)N(c3cccc(C)c3)C2=O)c1 (stereo not drawn)
→ .	22%	.	.	0%	18	.
COC(=O)C1=CN(Cc2ccccc2)C=C(C(=O)OC)C1c1ccc(O)c(OC)c1
→ -1%	-9%	58%	8%	-2%	-6	0%

Assay outcomes from PubChem BioAssay.
